IMPase inh – membrane-permeable compound that blocks inositol monophosphatase; P97697; CHO-M1 cells, IP1 accumulation, HTRF TR-FRET ratio; 120,000 tested, under 10 active; inhibition (IP1 accumulation), % at 46.1 µM; active = well fitted curve in the direction sought with a large enough effect in the signal ratio, not every such curve was filed as active; inconclusive = small, poorly fitted or top-dose-only effect, or a change in a side signal; inactive = no such curve, though single readings can be large or run the other way; the % refers to the signal ratio;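 note: cells stimulated with carbachol in lithium chloride buffer; plate controls were DMSO basal wells for no effect and reference inhibitor wells for full effect; higher means more IMPase inhibition seen as more IP1 and lower FRET ratio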
Target sequence (P97697 whole entry, looked up): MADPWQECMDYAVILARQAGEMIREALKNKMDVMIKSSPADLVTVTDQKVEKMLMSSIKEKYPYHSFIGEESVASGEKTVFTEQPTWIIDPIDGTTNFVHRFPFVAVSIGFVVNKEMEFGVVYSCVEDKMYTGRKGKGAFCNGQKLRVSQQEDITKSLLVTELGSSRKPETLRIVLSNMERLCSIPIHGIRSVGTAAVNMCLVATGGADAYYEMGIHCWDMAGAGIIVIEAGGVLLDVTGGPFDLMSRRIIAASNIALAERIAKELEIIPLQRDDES
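Measured: the HTRF emission ratio (665/620 nm) plus the 620 nm donor channel, each fitted to the Hill equation to give AC50. Cells were CHO-M1 given compounds up to 46 uM and a 30 min carbachol stimulation at 37C.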
ALOX12 inhib – 12-hLO (ALOX12) enzyme inhibition; Potency, µM (series often up to 57.1 µM), without a hit: at the top dose activity change, negative = inhibition, most hits filed as inhibitors; hit rate 0.12% among 150,000; AID 1452; P18054; purified 12-hLO, xylenol orange hydroperoxide absorbance; note: potency is the fitted concentration of half-maximal effect; nearly all actives have a fitted effect of over 55% in size; many of its hits are not listed in these tables
Target sequence (P18054 whole entry, looked up): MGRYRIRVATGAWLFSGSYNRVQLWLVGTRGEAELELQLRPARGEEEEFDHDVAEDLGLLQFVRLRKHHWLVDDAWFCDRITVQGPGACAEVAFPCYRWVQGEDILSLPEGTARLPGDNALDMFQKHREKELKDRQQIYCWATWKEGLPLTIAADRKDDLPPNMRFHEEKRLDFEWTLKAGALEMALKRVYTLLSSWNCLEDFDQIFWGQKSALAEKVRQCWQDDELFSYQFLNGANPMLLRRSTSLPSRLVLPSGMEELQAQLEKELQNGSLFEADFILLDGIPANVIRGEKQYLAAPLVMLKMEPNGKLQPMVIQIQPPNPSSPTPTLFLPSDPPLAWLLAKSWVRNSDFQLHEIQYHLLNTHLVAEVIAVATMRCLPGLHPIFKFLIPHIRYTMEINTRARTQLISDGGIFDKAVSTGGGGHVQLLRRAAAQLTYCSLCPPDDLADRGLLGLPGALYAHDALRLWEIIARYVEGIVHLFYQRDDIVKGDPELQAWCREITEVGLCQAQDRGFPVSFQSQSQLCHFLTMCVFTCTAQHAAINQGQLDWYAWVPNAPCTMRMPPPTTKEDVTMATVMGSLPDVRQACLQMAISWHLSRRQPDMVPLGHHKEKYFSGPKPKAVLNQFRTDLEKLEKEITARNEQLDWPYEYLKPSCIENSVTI
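Lipoxygenase turnover measured by absorbance at 573 and 405 nm after Fe-XO development. Human 12hLO 150 nM, arachidonate 40 uM, pH 7.0 Hepes buffer with detergent; 15 min compound preincubation, 30 min reaction.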
15-hLO-2 inh – inhibitors of human 15-lipoxygenase 2 (ALOX15B); O15296; purified 15hLO-2, xylenol orange hydroperoxide absorbance; Potency, µM (series often up to 57.1 µM), for inactives: at the highest dose activity change, negative = inhibition, hits mostly inhibitors; hit rate 0.56% among 110,000; AID 881; note: potency is the fitted concentration of half-maximal effect; nearly all actives have a fitted effect of over 60% in size; many of its hits are not listed in these tables
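Read-out: hydroperoxide product oxidises ferrous iron, measured as xylenol orange complex via the 573-to-405 nm absorbance ratio after 30 min. Reaction: 50 nM enzyme, 15 min compound preincubation, 45 uM arachidonic acid, 90 min RT, Hepes pH 7.5 with Triton X-100.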
PNC assembly inh – perinucleolar compartment assembly inhibition | PC3M PTB-GFP, PNC prevalence imaging, 16 h; stronger effect = lower value | activity change (PNC), negative = inhibition, % at 10 µM | hit rate 3.1% among 140,000;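 active = readout at or below -70, meaning at least 70% loss of cells showing the perinucleolar compartment, a nuclear body marking cancer cells; inconclusive = readout between -30 and a set limit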;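 note: plate controls were DMSO wells for no effect and camptothecin positive control wells for full effect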
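Compounds are pinned in duplicate onto adhered PC3M cells stably expressing GFP-tagged PTB and incubated 16 h at 37 C. Cells are then fixed, nuclei stained with Hoechst, and PNC-positive cells counted.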
* marks the source's active call; other numbers are inactive results; ? = inconclusive; . = not tested or not shown; [ ] = another dose, or the depositor's remark. Unless noted, calls come from the whole dose curve; as a rule, active = well fitted curve in the direction sought with a large enough effect; inconclusive = small, poorly fitted or top-dose-only effect, or another doubt; inactive = no such curve, though single readings can be large; an effect the other way counts as inactive or inconclusive. Unless noted, % is set by controls: 0 for no effect and ±100 for the full control effect. Not all compounds are listed (hit frequency here may not be typical).

[1] Cc1cc(C(=O)O)ccc1N/C=C1\CCCC(C)C1=O (stereo not given)
[2] CCOc1cc2[nH]c(=O)n(CCCCCC(=O)NCc3ccco3)c(=O)c2cc1OCC
[3] O=C(CSc1cccc(C(F)(F)F)c1)NC(=O)c1ccccc1
[4] CC(=O)c1cccc(NC(=O)N2CCN(S(C)(=O)=O)CC2)c1
[5] C/C(=N\NC(=O)c1cc(-c2cccnc2)nc2ccccc12)c1ccc(O)cc1O
[6] c1ccc(-c2cc3ccccc3nc2N2CCCC2)cc1
compound no.	1	2	3	4	5	6
IMPase inh	-2	-1	6	13	.	8
ALOX12 inhib	9%	3%	-2%	-4%	3%	2%
15-hLO-2 inh	-5%	-1%	.	0%	.	12%
PNC assembly inh	-5	-27	31	4	-92*	-9

[7] C=C(C)c1cccc(C(C)(C)NC(=O)NCCCn2ccnc2)c1
[8] CC(=O)Nc1cc(OC(=O)c2ccco2)cc(OC(=O)c2ccco2)c1
[9] O=C(COc1ccc2c(c1)CCC2)NCc1ccccc1
[10] CCCc1cc(=O)n2[nH]c(-c3ccccc3)cc2n1
[11] CCOc1ccc(OCCNC2CCCC2)cc1
[12] CN(C)S(=O)(=O)c1cccc(-c2nn(-c3ccccc3)cc2/C=C(/C#N)C(=O)NCc2ccco2)c1
compound no.	7	8	9	10	11	12
IMPase inh	8	-4	.	-1	-3	-10
ALOX12 inhib	1%	-3%	-2%	6%	-7%	-3%
15-hLO-2 inh	33%[activator]	-2%	.	.	8%	.
PNC assembly inh	-19	8	1	-100*	14	?

[13] Cc1ccc(S(=O)(=O)N2CCN(Cc3nc4ccccc4n3C)CC2)cc1
[14] Brc1ccc2ncnc(NCc3ccco3)c2c1
[15] CCNc1ccccc(-c2ccc3ccccc3n2)c1=O
[16] O=S(=O)(c1ccc(S(=O)(=O)N2CCN(C3CCCCC3)CC2)cc1)N1CCCCCC1
[17] N[C@H](Cc1cc(I)c(Oc2cc(I)c(O)c(I)c2)c(I)c1)C(=O)O
[18] O=C(Nc1ccc2nc(-c3cccnc3)[nH]c2c1)C1CCCCC1
compound no.	13	14	15	16	17	18
IMPase inh	3	-3	.	3	-1[20.6 µM]	-7
ALOX12 inhib	-12%	-6%	-2%	1%	-20%[25.6 µM]	-2%
15-hLO-2 inh	41%[activator]	12%	.	-2%	-14%[25.6 µM]	.
PNC assembly inh	-30	-13	18	11	.	3

[19] CC1CCN(C(=O)c2cc3nc(C4CC4)cc(C(F)(F)F)n3n2)CC1
[20] Cc1ccc2[nH]c(=O)c(CN(CCc3ccccc3)Cc3nnnn3CC3CCCO3)cc2c1 (stereo not given)
[21] COC(=O)c1ccc(NC(=O)COc2ccc(S(=O)(=O)NC(C)C)cc2)cc1
[22] CCOC(=O)N1CCN(c2ccc(O)cc2)CC1
[23] COC(=O)C1=C(C)NC(=O)NC1/C=C/c1ccccc1 (stereo not given)
[24] Cc1cccc(-n2nc3c(c2NC(=O)CCC2CCCCC2)CS(=O)C3)c1C (stereo not given)
compound no.	19	20	21	22	23	24
IMPase inh	-4	-1	10	-3	4	-3
ALOX12 inhib	-7%	-10%	-1%	-7%	-3%	2%
15-hLO-2 inh	.	.	-1%	-28%	-5%	.
PNC assembly inh	-7	212	1	-25	?	22

[25] O=C(NC(=S)N1CCCc2ccccc21)c1ccccc1
[26] N#C/C(=C1/CCCN1)c1ccccn1
[27] CC(C)C(=O)N(c1ccc2oc(=O)sc2c1)S(=O)(=O)c1ccccc1
[28] CCc1n[nH]c2c1C(=O)CC(C)(C)C2
[29] NC(N)=NCCCCN=C(N)N
[30] O=C1C=C(O)CC(c2cccs2)C1 (stereo not given)
compound no.	25	26	27	28	29	30
IMPase inh	9	2	8	0	-3	2
ALOX12 inhib	0%	1%	?	0%	11%	-11%
15-hLO-2 inh	-14%	-4%	-4%	2%	-7%	-6%
PNC assembly inh	91	-13	-2	5	.	?

The closing two compounds of the part above are carried over, then new ones follow:
[29] NC(N)=NCCCCN=C(N)N
[30] O=C1C=C(O)CC(c2cccs2)C1 (stereo not given)
[31] COc1ccc2c(c1)c1nc3ccccc3nc1n2CCCN1C(=O)c2ccccc2C1=O
[32] CC1=C(Sc2nc3ccccc3[nH]2)C(=O)NC(C)(C)C1
[33] Cc1ccc(NC(=O)CCC(=O)OCC(=O)c2ccc(-c3ccccc3)cc2)cc1
[34] Cc1cccc(N2CCN(C(=O)C(NS(=O)(=O)c3cccs3)c3ccccc3)CC2)c1C (stereo not given)
[35] COC(=O)N1[C@H](C)C=C[C@]1(Cc1ccccc1)C(=O)NCCCNc1ncc(C(F)(F)F)cc1Cl
[36] COc1cc(Br)cc2cc(C(=O)N3CCCCC3C)c(=O)oc12 (stereo not given)
compound no.	29	30	31	32	33	34	35	36
IMPase inh	-3	2	-8	7	3	-7	.	4
ALOX12 inhib	11%	-11%	-1%	2%	-6%	13%	-7%	-4%
15-hLO-2 inh	-7%	-6%	.	-4%	-9%	-8%	19%	-8%
PNC assembly inh	.	?	8	5	30	-27	.	1

[37] Nc1cccc(-c2nc3ccccc3[nH]2)c1
[38] COC(=O)c1ccc(Cn2cnc3c(cnn3-c3ccc(C)c(C)c3)c2=O)o1
[39] O=C(Cn1nc(-c2cccc(Cl)c2)ccc1=O)Nc1cccnc1
[40] COC(=O)c1ccc(-c2n[nH]c(=O)c3ccccc23)cc1
[41] O=C(Nc1nnc(Cc2ccc(Cl)cc2)s1)c1cccs1
[42] Cc1cc(SCC(=O)N(C)CC(=O)Nc2ccc(F)cc2)nc2ccccc12
compound no.	37	38	39	40	41	42
IMPase inh	-14	-4	-13	-3	7	2
ALOX12 inhib	1%	4%	5%	-3%	2%	-1%
15-hLO-2 inh	.	.	-1%	.	-1%	.
PNC assembly inh	74	17	?	?	4	22

[43] O=C(CN(c1ccc2c(c1)OCCO2)S(=O)(=O)c1ccccc1)NCC1CCCO1 (stereo not given)
[44] Cc1ccc(S(=O)(=O)CC(=O)c2ccc(C(C)(C)C)cc2)cc1
[45] CCOC(=O)C1=C(CN2CCC(C)CC2)NC(=O)NC1c1ccc(Cl)cc1 (stereo not given)
[46] COc1ccccc1NC(=S)NCCc1c[nH]c2ccccc12
[47] O=C(Nc1ccc(Cc2ccncc2)cc1)c1cccc([N+](=O)[O-])c1
[48] CCCn1c2ccccc2c2nnc(SCC(=O)Nc3nnc(CC(=O)OCC)s3)nc21
compound no.	43	44	45	46	47	48
IMPase inh	18	1	4	-18	.	?
ALOX12 inhib	5%	-17%	-16%	?	-9%	-2%
15-hLO-2 inh	-5%	-3%	17%	?	.	-9%
PNC assembly inh	16	?	17	23	-17	20

[49] c1ccc(-n2cnnc2SCc2nc3ccccc3s2)cc1
[50] COc1ccc(N=C2C(=O)Nc3c(C)cccc32)cc1
[51] Cc1ccc(Nc2nc(N)nc(CSc3nc(C)cc(C)n3)n2)cc1
[52] CC(C)(C)NC(=O)COC(=O)c1snc(C(=O)NC2CCCCC2)c1N
[53] CC(=O)Nc1ccccc1C(=O)C(=O)Nc1cccc(C(=O)NCc2ccc(C)cc2)c1
[54] CC(=O)c1cnc2c(-c3ccccc3)cnn2c1C
compound no.	49	50	51	52	53	54
IMPase inh	3	2	5	3	-1	-3
ALOX12 inhib	7%	-8%	-8%	-5%	1%	1%
15-hLO-2 inh	-14%	16%	19%	-2%	.	11%
PNC assembly inh	?	37	1	?	45	?

Three entries out of the list, sorted by formula weight, ascending:
[29] NC(N)=NCCCCN=C(N)N
[39] O=C(Cn1nc(-c2cccc(Cl)c2)ccc1=O)Nc1cccnc1
[51] Cc1ccc(Nc2nc(N)nc(CSc3nc(C)cc(C)n3)n2)cc1
compound no.	29	39	51
IMPase inh	-3	-13	5
ALOX12 inhib	11%	5%	-8%
15-hLO-2 inh	-7%	-1%	19%
PNC assembly inh	.	?	1

PNC assembly inh: entries above that show a hit
[5] C/C(=N\NC(=O)c1cc(-c2cccnc2)nc2ccccc12)c1ccc(O)cc1O
[10] CCCc1cc(=O)n2[nH]c(-c3ccccc3)cc2n1
compound no.	5	10
IMPase inh	.	-1
ALOX12 inhib	3%	6%
15-hLO-2 inh	.	.
PNC assembly inh	-92*	-100*

Next part
[55] O=c1c2ccccc2c(C=NCCc2ccccc2)c(O)n1Cc1ccccc1
[56] Brc1cc(Br)c2nc(-c3ccc(N4CCOCC4)cc3)ccc2c1
[57] N=C(N)SCc1cccc2ccccc12
[58] O=C(CCn1c(=O)[nH]c2ccsc2c1=O)N1CCc2ccccc2C1
[59] CCN1CCN(C(c2ccccc2OC)c2nnnn2C2CCCCC2)CC1 (stereo not given)
[60] Cc1ccc(-c2cc(C(F)(F)F)c(C#N)c(=O)[nH]2)cc1
compound no.	55	56	57	58	59	60
IMPase inh	3	-15	-1	6	4	.
ALOX12 inhib	-4%	-3%	1%	1%	3%	-1%
15-hLO-2 inh	-6%	2%	51%[activator]	9%	19%	.
PNC assembly inh	-15	29	-19	?	-30	-15

[61] O=C(NCC(c1ccco1)N1CCN(c2ccccc2)CC1)OCc1ccccc1 (stereo not given)
[62] CC(C)OC(=O)c1c(-c2ccc(C(C)C)cc2)csc1NC(=O)C1CCCO1 (stereo not given)
[63] N#Cc1ccc(N2CCN(c3ccc(F)cc3)CC2)cc1
[64] Cn1cnnc1SCC(=O)c1ccc(OC(F)F)cc1
[65] O=S(=O)(c1ccc2c(c1)OCCO2)N1CCC(c2nc3ccccc3s2)CC1
[66] Cc1ccc2[nH]c3c(N4CCN(Cc5ccccc5)CC4)ncnc3c2c1
compound no.	61	62	63	64	65	66
IMPase inh	10	1	-6	-1	12	6
ALOX12 inhib	2%	0%	0%	-3%	-4%	-12%
15-hLO-2 inh	.	7%	.	1%	0%	29%
PNC assembly inh	0	?	136	5	-15	-3

[67] CN(C)c1ccc(NC(=O)c2ccc(COc3cccc(Cl)c3)o2)cc1
[68] O=C1NC(c2ccccc2)=C(c2nc3ccccc3s2)C(c2ccc(O)cc2)N1 (stereo not given)
[69] O=c1[nH]c2ccc(S(=O)(=O)N3CCCCC3)cc2[nH]1
[70] Cc1nn(-c2ccccn2)c2c1C(c1ccncc1)C1=C(CC(C)(C)CC1=O)N2 (stereo not given)
[71] CNC(=S)N(CCc1c(C)[nH]c2ccc(OC)cc12)Cc1cc(OC)c(OC)c(OC)c1
[72] O=C(NC1CCCC1)C(c1ccc(N2CCOCC2)cc1)N(Cc1ccco1)C(=O)c1ccco1 (stereo not given)
compound no.	67	68	69	70	71	72
IMPase inh	9	6	10	2	.	3
ALOX12 inhib	-3%	-14%	0%	5%	-7%	-3%
15-hLO-2 inh	-7%	-21%	1%	11%	.	0%
PNC assembly inh	39	16	?	25	?	-23

[73] CCCCCCCCCc1ccc(OCCOCCOCCOCCOCCOCCOCCOCCOCCO)cc1
[74] CC1Cc2nc(SCC(=O)Nc3ccc(F)cc3F)n(C)c(=O)c2S1 (stereo not given)
[75] COc1ccc(Cl)cc1S(=O)(=O)Oc1ccc(NC(C)=O)cc1
[76] CCCCC(CC)C(=O)Nc1ccc(Nc2ccccc2)cc1 (stereo not given)
compound no.	73	74	75	76
IMPase inh	.	10	10	.
ALOX12 inhib	-1%	-9%	-5%	-6%
15-hLO-2 inh	-7%	-3%	.	.
PNC assembly inh	.	-29	?	20

Assay outcomes from PubChem.
